Peg3 prom inh – reduces Peg3 promoter-driven luciferase expression in HeLa. HeLa PEG-Prom luciferase reporter, luminescence, overnight. inhibition, % at 20 µM. 360,000 compounds, 1.7% hits;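 active = inhibition of at least 50% at 20 µM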
CF NFkB block – blocks PAF-induced NF-kB reporter in cystic fibrosis cells. 360,000 compounds, 0.86% hits. inhibition, % at 5 µM. KKLEB NF-kB-GFP reporter, GFP fluorescence overnight;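 active = at least 50% inhibition at 5 µM, scaled per plate between neutral and stimulator controls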;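 also: PAF is a Pseudomonas aeruginosa culture filtrate used as stimulus; plate controls were PAF-stimulated DMSO wells for no effect and unstimulated DMSO wells for full effect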
iPSC survival up – enhancers of human iPSC single-cell survival. 360,000 compounds, 0.044% hits. AID 602274. hiPSC single-cell survival, ATPlite luminescence; 100% = ROCK inhibitor wells, 0% = DMSO. survival enhancement, % at 20 µM; in the data active = survival enhancement above about 18%;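 also: cells exposed to compounds for 16 hours before the ATP read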
aDG glyco act – increases alpha dystroglycan glycosylation | Pro5-aDG cells, alpha-DG glycosylation AlphaScreen (IIH6); 0% Pro5, 100% B10-LARGE cell signal | activation, % at 10 µM | 360,000 compounds, 0.22% hits;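 active = activation of at least 8% versus controls, or a plate z-score of at least 8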;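 also: Pro5 are CHO cells carrying HIG-tagged alpha-DG that lacks glycosylation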
MITF TRPM1 inh – MITF TRPM1 promoter inhibition in SK-MEL-5 cells; SK-MEL-5 TRPM1 promoter luciferase, 24 h; inhibition, % at 12.5 µM; 330,000 compounds, 0.83% hits; AID 488899;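 active = mean inhibition across replicates of 60% or more, whatever share of single replicates reaches that level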; also: values of inactives mirror those of a sister screen read the other way
TWEAK-Fn14 inh – inhibitors of TWEAK-Fn14 interaction signaling; TWEAK-stimulated Fn14 reporter cells, luciferase luminescence, 8 h; inhibition, % at 10 µM; 360,000 compounds, 2% hits; in the data active = inhibition above about 50%
Shn3 inh set2 – inhibitors of Schnurri-3 3'UTR reporter in osteoblasts; Clone20 osteoblast Shn3 3'UTR firefly luciferase, 24 h; inhibition, % at 12.5 µM; 360,000 compounds, 0.52% hits;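 active = mean inhibition of at least 75% with every replicate also reaching 75%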;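 also: 0% = median of neutral control wells and 100% = pilot-screen positive control compound; some compounds past the cut are filed as inactive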
NR2E3 ag-1 – NR2E3 (human) agonism | Q9Y5X4 | GST-NR2E3/biotin-RetCOR TR-FRET, 1536-well | inhibition of corepressor binding, % at 4.78 µM | 320,000 compounds, 0.12% hits | AID 2300;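 active = percent inhibition above the cutoff of mean plus 3 SD of all tested compounds, set per screening campaign, cut at about 20% in these data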;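 also: 0% = DMSO wells and 100% = biotin wells as full block of FRET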
Target sequence (Q9Y5X4 whole entry, looked up): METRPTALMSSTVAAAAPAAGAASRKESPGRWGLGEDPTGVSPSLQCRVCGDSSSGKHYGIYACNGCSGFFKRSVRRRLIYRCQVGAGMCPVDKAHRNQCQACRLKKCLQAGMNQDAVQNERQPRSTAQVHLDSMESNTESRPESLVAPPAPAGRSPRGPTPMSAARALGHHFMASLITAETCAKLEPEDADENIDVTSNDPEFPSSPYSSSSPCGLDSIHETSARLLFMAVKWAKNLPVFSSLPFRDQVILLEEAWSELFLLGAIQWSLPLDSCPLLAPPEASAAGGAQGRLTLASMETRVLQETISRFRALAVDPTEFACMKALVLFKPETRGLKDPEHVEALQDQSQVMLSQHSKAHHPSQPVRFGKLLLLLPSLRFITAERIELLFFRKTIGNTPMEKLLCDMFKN
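Test system: GST-NR2E3 and biotin-RetCOR proteins | Quantity: 1.35 nM GST-tagged NR2E3 final | Medium: Tris pH 7.5 | Also added: 7 nM biotin-RetCOR | Dosing: Compound at 4.8 µM, single dose | Timing: 5 h at 4 °C | Detection: Time-resolved FRET | Read-out basis: Percent inhibition | Benchmarks: Biotin wells as high control, 0.6% DMSO wells as low control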
KKLEB tox – counter-screen for CF NF-kB inhibitors: cytotoxicity. AID 602141. KKLEB CF airway cells viability, ATPlite luminescence, overnight; active compounds read low; cells stimulated with P. aeruginosa culture filtrate. 360,000 compounds, 0.36% hits. activity change (cytotoxicity), % at 5 µM;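 active = corrected activity change at or below -50% at 5 µM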
NR2E3 ag-2 – agonists of human NR2E3 nuclear receptor. AID 602229. CHO-S Gal4-NCOR/VP16-NR2E3 two-hybrid, luciferase. Q9Y5X4. 360,000 compounds, 0.35% hits. inhibition of corepressor binding, % at 3.98 µM;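 active = inhibition above the mean of all tested compounds plus 3 SD, cut at about 70% in these data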;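 also: 0% = DMSO with NR2E3 transfected cells and 100% = cells lacking NR2E3 construct; higher means lower luciferase signal from less NR2E3 corepressor binding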
HIF-2a block – inhibitors of HIF-2a; 786-0 RCC cells HIF-2a reporter, luciferase luminescence, overnight; inhibition, % at 18.8 µM; 360,000 compounds, 0.72% hits; AID 624352;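 active = inhibition of the luminescence signal of 40% or more relative to plate controls, in a single-dose primary screen at 18.75 µM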
An asterisk follows results filed as active; . = no result given; & = joins results of further samples.

The line under a structure holds: Peg3 prom inh	CF NFkB block	iPSC survival up	aDG glyco act	MITF TRPM1 inh	TWEAK-Fn14 inh	Shn3 inh set2	NR2E3 ag-1	KKLEB tox	NR2E3 ag-2	HIF-2a block
- O=C(O)c1ccc(NCc2cccnc2)cc1
    14	9	0.7	-0.2	8	2	-7	3	-22	22	-11
- O=C(O)CCCN1C(=O)NC2NC(=O)NC21 (stereo not given)
    9	-10	0.6	0.0	7	-21	6	5	8	20	10
- CC1CCCCN1CCCNC(=O)c1ccc(NC(=O)C2=CSCCO2)cc1 (stereo not given)
    -22	2	0.1	2.2	-4	-2	-19	0	3	-13	-15
- O=C(NCCOCCNC(=O)OCc1ccccc1)OCc1ccccc1
    -5	10	-0.5	0.3	-2	-5	3	4	-4	-10	3
- CS(=O)(=O)c1ccc(Cl)c(NC(=O)COC(=O)c2cccc(S(=O)(=O)N3CCCC3)c2)c1
    12	-1	-0.3	0.1	-10	-11	-21	-1	12	-24	5
- Cc1cc(-c2nnc(SCC(=O)Nc3cccc(F)c3)n2N)n[nH]1
    -3	-7	2.3	-0.1	-1	-5	-19	-1	-19	-59	-28
- CC(C)=C(NC(=O)c1ccco1)C(=O)NCCc1nc2ccccc2[nH]1
    -27	4	4.3	-0.2	-5	84*	-1	0	4	2	-13
- CC(=O)C1=C(C)Nc2ncnn2C1c1ccccc1F (stereo not given)
    10	3	0.1	0.0	4	12	-2	-1	10	12	11
- OCC[C@@H]1C[C@H](O)[C@@H](O)[C@]2(OCc3ccc(CO)cc32)O1
    6	-6	-0.3	0.4	.	2	-47	.	2	-4	5
- Cc1cc(C)cc(N(CC(=O)NC2CCCC2)C(=O)CNC(=O)c2ccco2)c1
    3	-3	-0.1	-0.2	19	25	-34	7	-3	-23	16
- CC(=O)Nc1scc(-c2ccccc2)[n+]1-c1ccc(C)cc1
    16	7	1.5	0.1	1	-11	-7	1	-6	3	3
- COC(=O)c1c(NC(=O)c2ccccc2)sc(C(=O)c2ccccc2)c1C
    17	32	5.5	-0.2	23	-12	3	2	-14	6	11
- CN1CCC(N2CCN(C3CN(Cc4cn(Cc5ccc(C(F)(F)F)cc5)nn4)S(=O)(=O)C3)CC2)CC1 (stereo not given)
    .	.	-0.5	-0.1	.	18	.	.	.	7	14
- CSc1nc(-c2ccccc2)c(C#N)c(=O)n1C
    9	9	0.2	-0.5	11	11	-10	2	-11	-10	14
- Cc1ccc(CCNC(=O)c2cc(S(=O)(=O)N3CCOCC3)cn2C)cc1
    1	-32	-2.3	0.0	4	19	-19	5	6	-16	5
- O=C(Cc1ccc(-c2ccccc2)cc1)NCCN1CCOCC1
    -3	-2	2.7	0.3	-16	6	9	5	-1	-5	4
- CN(C)CCN(C(=O)c1ccc2ccccc2c1)c1nc2cc3c(cc2s1)OCO3
    -36	-1	19*	0.1	.	-49	-22	.	-6	0	-46
- C=CCn1c(CSCc2ccccc2)nnc1SCC(=O)N1CCN(c2ccccc2)CC1
    4	3	-0.1	0.0	10	-17	8	0	-8	3	13
- CCCCOC(=O)c1ccc(NC(=O)COC(=O)C2CC2C)cc1 (stereo not given)
    -74	16	0.9	-0.2	.	-20	0	.	-3	-16	-80
- CCOC(=O)c1cnc2c(Cl)cccc2c1NCCN(C)C
    9	-18	-3.0	0.0	0	-13	-2	2	-7	12	3
- O=c1[nH]c2cnccc2n1-c1ccccc1
    -14	15	0.5	0.0	4	0	-3	3	-6	-15	-11
- COc1ccc2c(c1)c([C@@H]1[C@H](C)[C@H]3CCCC[C@H]3CN1S(=O)(=O)c1ccc(C)cc1)cn2C
    11	26	-1.7	0.0	11	84*	20	.	8	9	5
- Cc1ccc(C(=O)OCC(=O)N(C)c2ccccc2)cc1C
    8	-15	-0.6	0.0	-7	4	-1	6	8	-27	-40
- CCC[C@@H]1C[C@@]1(CCC)[C@@H](NC(=O)c1ccccc1)c1ccc(C(=O)OC)cc1
    -3	4	-1.5	0.3	-11	-11	3	-2	-20	0	-37
- COc1ccc(Br)c(-c2nnc(CS(=O)(=O)c3ccccc3)o2)c1
    -282	0	-0.7	-0.4	-77	-9	-75	6	-4	-74	-204
- CCOC(=O)c1ccc(NC(=O)CSc2nnc(C3CCCCC3)n2C)cc1
    -91	8	1.8	0.3	-22	-19	-29	2	-16	-65	-88
- CCCOCCOC(=O)C1=C(C)NC(=O)NC1c1cc(Cl)c(O)c(OC)c1 (stereo not given)
    -6	-2	-1.1	-0.1	-2	-4	-1	-2	-11	6	2
- COc1cccc(/C=N/NC(=O)CC(=O)NCCc2ccccc2)c1OC
    -5	10	2.4	-0.1	0	6	5	1	-3	-4	9
- COc1ccc(CC(=O)Nc2ccc(C)c(S(=O)(=O)N3CCCCCC3)c2)cc1
    13	2	1.3	0.3	7	19	6	-2	-7	2	8
- CCCC(=O)NCCc1cc2ccc(C)c(C)c2[nH]c1=O
    -58	0	-0.9	-0.2	-15	-21	-5	3	-22	-11	-35

The results go on.
The line under a structure holds: Peg3 prom inh	CF NFkB block	iPSC survival up	aDG glyco act	MITF TRPM1 inh	TWEAK-Fn14 inh	Shn3 inh set2	NR2E3 ag-1	KKLEB tox	NR2E3 ag-2	HIF-2a block
- O=C1C(=O)c2cccnc2-c2ncccc21
    102*	90*	7.9	-0.3	.	103*	95*	.	-83*	72*	90*
- COC(=O)c1ccc(C(=O)N=c2sccn2C)cc1
    -313	-2	-0.4	-0.2	.	-44	-35	-1	2	-93	-247
- CCCc1nc2nc(C)c(NS(=O)(=O)c3ccc4c(c3)CCCC4)c(=O)n2[nH]1
    9	0	-0.5	-0.1	-13	21	-9	6	3	-25	2
- Cc1cc(N2C(=O)C(O)=C(C(=O)c3ccc(C)o3)C2c2ccc(OCc3ccccc3)cc2)no1 (stereo not given)
    -29	-38	1.4	-0.1	-20	4	-6	9	17	-13	-15
- O=C(NC(=S)Nc1ccccc1N1CCOCC1)c1ccc(-c2cccc(Cl)c2)o1
    15	0	2.1	0.0	14	11	29	-1	-15	-6	18
- COc1ccc(N2C(=O)[C@@H]3[C@H](C2=O)[C@H]2c4ccccc4C=CN2[C@@H]3C(C)=O)cc1
    3	-10	-0.1	0.3	14	3	-10&-6	-2	17	-12	-2
- C/C(N)=C(/C#N)C(=O)COc1ncnc2ccccc12
    15	-3	-1.0	0.0	4	-3	5	-1	0	-30	14
- CCCCS(=O)CC(O)COc1ccc(C(C)(C)C)cc1 (stereo not given)
    -108	-7	-2.8	-0.1	-9	-8	21	1	-15	-5	-3
- O=C(CCS(=O)(=O)c1ccccc1)N1CCN(c2ccccc2)CC1
    -170	0	-0.5	0.1	-52	-4	-76	3	-4	-62	-147
- O=C(CSc1nc2cc(Cl)ccc2c(=O)n1Cc1ccco1)Nc1ccc(S(=O)(=O)N2CCOCC2)cc1
    26	-9	-1.1	-0.6	-1	12	22	3	-1	19	16
- CCOc1ccc(NS(=O)(=O)c2ccc(C(=O)N3CCCCCC3)cc2)cc1
    10	-12	0.1	0.9	16	7	40	-4	12	73*	20
- CCC(C)(C)n1nnnc1C(c1ccc(Cl)cc1)N1CCN(C)CC1 (stereo not given)
    1	12	0.7	-0.2	-3	10	-1	1	2	-1	18
- Cc1cccc(C)c1NC(=O)CN(C)C(=O)c1ccc(COc2ccccc2)cc1
    -120	-15	0.3	-0.1	-23	-8	-18	-2	12	-49	-133
- Cn1nc(NC(=O)CC23CC4CC(CC(C4)C2)C3)c2c(F)cccc21
    14	12	0.4	-0.1	2	-12	4	-1	5	18	8
- CCN(CC)c1ccc(/C=N/N2CCN(Cc3ccccc3Cl)CC2)cc1
    7	0	0.1	-0.6	0	7	1	2	-4	-1	-15
- CC(=O)c1ccc(NC(=O)c2ccc(S(=O)(=O)c3ccccc3)cc2)cc1
    29	13	-0.6	-0.1	6	21	-19	3	-12	6	-37
- Cc1ccc(NC(=O)COc2ccc(Br)cc2C)cc1
    -271	10	0.4	0.2	-10	-42	-64	-2	3	-10	-254
- COc1ccc(NC(=O)CN2C(=O)CSc3ccc(S(=O)(=O)N4CCCC4)cc32)cc1OC
    10	-24	0.7	0.3	-1	-10	3	-1	-3	-39	8
- COc1cccc(Cn2cc(/C=N/NC(=O)c3cc(O)cc(O)c3)c3ccccc32)c1
    -5	2	-0.3	0.9	18	12	4	-1	-7	-37	4
- CCn1nc(C)cc1-c1n[nH]c(=S)n1N
    9	-5	2.7	0.0	5	23	11	3	7	-12	9
- CCCCC(=O)NC1=NC(=O)C(C)(C)S1
    -2	5	-0.2	-0.1	0	-4	-36	-1	8	-9	11
- CC(OC(=O)C1=COCCO1)C(=O)NC(C)c1ccc(Cl)cc1Cl (stereo not given)
    -8	-4	-0.1	0.0	-2	-5	13	-2	1	12	8
- COc1ccccc1C(=O)NCC(=O)OCc1nnc(-c2ccccc2)o1
    -52	-58	6.7	-0.5	.	-29	-10	.	11	-10	-59
- CCOC(=O)c1c(-c2ccc(OC)cc2)oc2c1C(OC(C)=O)CCC2 (stereo not given)
    .	.	0.1	0.0	.	-13	.	.	.	-45	-196

Looked up by compound from the entries so far, 2 records:
The line under a structure holds: Peg3 prom inh	CF NFkB block	iPSC survival up	aDG glyco act	MITF TRPM1 inh	TWEAK-Fn14 inh	Shn3 inh set2	NR2E3 ag-1	KKLEB tox	NR2E3 ag-2	HIF-2a block
- COc1ccc(N2C(=O)[C@@H]3[C@H](C2=O)[C@H]2c4ccccc4C=CN2[C@@H]3C(C)=O)cc1
    3	-10	-0.1	0.3	14	3	-10&-6	-2	17	-12	-2
- CCCCC(=O)NC1=NC(=O)C(C)(C)S1
    -2	5	-0.2	-0.1	0	-4	-36	-1	8	-9	11
